Screening data deposited in PubChem by Sanford-Burnham Center for Chemical Genomics.
SENP6 block – blocks the human protease SENP6. 330,000 compounds, 1.8% hits. inhibition, % at 10 µM. AID 2599. Recombinant SENP6 catalytic domain, aminoluciferin luminescence;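 active means inhibition above about 50% at the single tested dose, limit read from the data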;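 further: plate controls were DMSO wells with enzyme for no effect and DMSO wells lacking enzyme for full effect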
Target sequence (Q9GZR1 628-1112 limits assumed): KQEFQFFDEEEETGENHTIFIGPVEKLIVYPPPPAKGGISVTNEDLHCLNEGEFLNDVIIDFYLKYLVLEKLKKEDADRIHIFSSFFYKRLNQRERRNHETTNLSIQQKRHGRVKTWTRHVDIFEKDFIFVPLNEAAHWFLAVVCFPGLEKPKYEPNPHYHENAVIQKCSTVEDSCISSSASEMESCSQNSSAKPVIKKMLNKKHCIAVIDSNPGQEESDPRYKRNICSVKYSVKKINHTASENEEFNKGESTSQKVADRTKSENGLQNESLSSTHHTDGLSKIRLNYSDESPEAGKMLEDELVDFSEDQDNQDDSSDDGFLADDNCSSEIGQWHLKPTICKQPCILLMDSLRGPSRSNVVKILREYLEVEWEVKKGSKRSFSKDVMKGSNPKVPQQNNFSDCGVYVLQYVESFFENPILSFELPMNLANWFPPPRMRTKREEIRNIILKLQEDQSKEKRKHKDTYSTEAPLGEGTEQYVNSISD
hIAP activ – increases human intestinal alkaline phosphatase activity. purified human IAP, CDP-Star luminescence, 30 min; hits give high values; 1 = vehicle-only enzyme, 0 = enzyme-free background. activation factor at 10 µM. P09923. 330,000 compounds, 0.16% hits;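 active means activation factor of the enzyme at least 2-fold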; further: the source names both 10 and 20 µM as test concentration; values of inactives mirror those of a sister screen read the other way
Target sequence (P09923 whole entry, looked up): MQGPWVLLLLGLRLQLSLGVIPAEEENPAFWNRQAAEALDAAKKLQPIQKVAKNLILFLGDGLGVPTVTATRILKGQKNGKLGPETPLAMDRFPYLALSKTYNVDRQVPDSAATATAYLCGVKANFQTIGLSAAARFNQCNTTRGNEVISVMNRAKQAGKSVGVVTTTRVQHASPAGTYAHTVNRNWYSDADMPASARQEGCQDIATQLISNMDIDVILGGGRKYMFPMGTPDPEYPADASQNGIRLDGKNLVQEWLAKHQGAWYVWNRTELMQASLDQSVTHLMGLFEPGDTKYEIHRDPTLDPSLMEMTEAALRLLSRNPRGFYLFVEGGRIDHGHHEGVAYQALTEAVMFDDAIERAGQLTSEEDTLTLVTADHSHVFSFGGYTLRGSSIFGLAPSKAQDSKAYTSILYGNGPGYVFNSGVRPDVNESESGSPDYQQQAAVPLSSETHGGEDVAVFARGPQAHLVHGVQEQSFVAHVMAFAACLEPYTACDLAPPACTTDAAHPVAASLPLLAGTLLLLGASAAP
GRIN3A LBD mod – modulators (binders) of human NR3A ligand-binding domain. 340,000 compounds, 2.5% hits. Tm shift relative to glycine control, % at 25 µM. NR3A LBD differential scanning fluorimetry, Tm shift; 0% = protein alone, 100% = glycine-bound protein;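 active means melting temperature shift of at least 10% of the positive control shift, at one fixed dose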
ATG4B inhibitor – ATG4B (human) cysteine protease inhibition; ATG4B cleavage of LC3-PLA2, NBD-HPC fluorescence, 1 h; Q9Y4P1; inhibition, % at 8.33 µM; 340,000 compounds, 0.51% hits; in the data active means inhibition above about 40%
SENP1 FRET inh – SENP1 (human) catalytic domain inhibition; recombinant SENP1 catalytic domain, CyPet-SUMO1-YPet FRET cleavage; Q9P0U3; 360,000 compounds, 0.21% hits; AID 624204; inhibition, % at 10 µM;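 active means inhibition at least 30% at 10 µM, raw YFP signal under a set limit, fluorescence ratio 0.5 to 1.5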;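 further: 0% = enzyme with DMSO and 100% = no enzyme wells; some results filed as inactive read as strong as hits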
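Test system: hSENP1 catalytic domain, recombinant; Amount: 20 pM final SENP1 enzyme; Medium: Tris pH 8 buffer plus EDTA, NaCl, BME, BSA, NP40, catalase; Schedule: 50 min enzyme reaction, room temperature, light-protected; Technique: FRET fluorescence in CFP and YFP emission channels; Controls: no-enzyme wells low, DMSO-plus-enzyme wells high control.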
MPTP block – permeability transition pore inhibition. 360,000 compounds, 1.4% hits. isolated mouse mitochondria, Ca2+ swelling absorbance, 30 min. AID 602449. inhibition, % at 10 µM;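 active means inhibition of 50% or more, scaled per plate between neutral and stimulator controls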;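 further: 0% = DMSO wells given calcium and 100% = 1 mM EGTA wells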
SENP8 inh – SENP8 (human) protease inhibition; Q96LD8; recombinant SENP8, Nedd8 substrate fluorescence; inhibition, % at 20 µM; 360,000 compounds, 0.64% hits; AID 602440; in the data active means inhibition mostly above about 40%, no sharp cut-off; inactive means mostly below about 27%
PfGluPho inh – PfG6PD (Plasmodium falciparum) enzyme inhibition | PfGluPho enzyme, NADPH resazurin-diaphorase fluorescence | inhibition, % at 20 µM | 350,000 compounds, 0.78% hits;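 active means inhibition reaching at least a set limit at 20 µM in the primary screen, cut at about 59% in these data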;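 further: 0% = DMSO wells with substrate and 100% = DMSO wells lacking glucose-6-phosphate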
* = called active by the depositor; x = not tested or not shown.

SMILES	SENP6 block	hIAP activ	GRIN3A LBD mod	ATG4B inhibitor	SENP1 FRET inh	MPTP block	SENP8 inh	PfGluPho inh
CN(CCC1CCCCO1)C(=O)CCc1nnc(CCc2ccccc2)o1 (stereo not drawn)	-15.7	1.36	0.2	7.2	0.1	-0.4	-1.2	-9.4
Cc1cc(C)c(NS(=O)(=O)c2cccc3cccnc23)c(C)c1	-31.2	0.993	1.3	-2.6	0.9	-0.3	9.3	45.5
Fc1ccc(-c2noc(C3CCN(Cc4cccnc4)CC3)n2)cc1	-9.7	1.09	-1.3	-2.8	0.7	-4.4	7.7	-1.3
COc1ccc(-c2cc(C(=O)N/N=C/c3cc(OC)c(OC)cc3OC)c3ccccc3n2)cc1	-14.0	0.984	-0.1	-11.8	2.8	1.7	3.8	1.8
Cc1nn(Cc2ccccc2Cl)c(C)c1NC(=O)c1noc(C(C)C)c1[N+](=O)[O-]	-3.7	1.28	0.5	1.0	4.0	0.0	13.0	-7.3
CC(C)(c1ccccc1)c1ccc(OCCCNCCO)cc1	-4.2	0.928	2.1	-2.4	0.6	94.4*	15.9	18.4
CC(c1ccon1)N(C)Cc1cn[nH]c1-c1ccc(-c2ccccc2)cc1 (stereo not drawn)	-4.7	0.855	-5.7	-9.6	-0.1	0.7	0.2	4.5
COc1ccc(Nc2nc(C)cc(C)c2C#N)c(OC)c1	-13.6	1.14	-1.2	5.3	-1.5	-0.1	-81.2	-7.1
CNC(=O)N(C1=NCC(C)S1)c1ccc(F)cc1F (stereo not drawn)	-10.8	1.21	0.1	-11.4	-1.3	1.7	7.3	-9.5
Cc1cc2c(cc1S(=O)(=O)N(C)c1ccccc1)NC(=O)CO2	-15.5	1.05	-0.2	-8.4	0.6	-0.5	6.8	36.6
COC(=O)CCSc1cc([N+](=O)[O-])cc2c1c(C1OCCS1)nn2-c1ccccc1 (stereo not drawn)	1.3	0.942	0.3	-9.8	-11.0	-0.2	24.0	2.6
O=C(Cc1ccc(F)cc1)Nc1nnc(-c2ccc(F)cc2)o1	2.6	1.1	-1.4	-3.0	-0.7	-1.8	-15.4	-4.9
CC(=NNC(=O)c1ccncc1)c1ccccc1O	x	x	-1.0	1.5	-5.2	-2.4	-9.2	-40.3
CCCCC(=O)Nc1ccccc1C#N	-5.8	1.09	-2.6	7.9	1.0	1.0	23.8	-18.7
O=C(CCN1C(=O)/C(=C/c2ccc(F)cc2)SC1=S)NNC(=O)c1cccnc1	-3.6	1.64	-0.6	3.5	1.8	38.0	18.7	-4.3
C[C@H](CO)N1C[C@H](C)[C@H](CN(C)C(=O)c2ccccn2)Oc2ncc(Br)cc2C1=O	x	x	x	x	-1.0	1.1	10.6	9.2
C[C@@H]1CN([C@H](C)CO)C(=O)c2c(c3ccccc3n2C)-c2ccccc2CO[C@H]1CN(C)Cc1ccc(Oc2ccccc2)cc1	x	x	x	x	1.1	-1.5	4.6	22.1
Nc1cccc2c1C(=O)N(C(=O)/C=C/c1ccc(F)cc1)C2=O	10.4	1.23	-7.4	6.4	-39.3	-2.2	-461.0	16.2
Cc1c(Cl)cccc1N1C(=O)c2ccccc2C1=O	-17.4	1.12	-0.5	8.9	0.9	-1.4	6.3	-5.2
COc1ccc(C(=O)Nc2ccc(Br)cc2F)cc1S(=O)(=O)N1CCCC1	-9.6	1.1	3.2	-12.0	2.4	-0.1	-0.1	3.5
COc1ccc(C(=O)Cn2c3ccccc3n3nc(CCC(=O)O)c(=O)nc23)cc1OC	-5.4	0.991	-0.1	-5.7	2.1	0.5	-172.0	6.3
CCn1c(COc2cccc3ccccc23)nnc1SCC(=O)OC1CCCCC1	-1.4	0.936	-1.5	-18.4	1.8	0.6	12.6	16.4
CC1=C(C(=O)OC(C)C)C(c2cn(-c3ccccc3)nc2-c2cccs2)NC(=O)N1 (stereo not drawn)	-6.5	1.1	-4.2	-6.1	-5.6	-1.3	-3.8	8.3
Cc1cc2nc3n(c2cc1C)CCCN3	21.8	1.37	-1.3	-3.0	1.7	0.0	5.4	5.1
CCOC(=O)c1c(C)nc2c(c1-c1ccccc1)C(=O)CCC2	7.9	0.948	1.3	5.8	0.1	-0.4	14.6	-14.1
COc1ccccc1N(C(C)=O)C1SC(=O)N(c2ccccc2)C1=O (stereo not drawn)	-1.7	1.04	-4.3	2.0	-1.2	-0.3	2.5	-2.9
CC(C)c1ccc(/C=C/C(=O)Nc2ccc(CN3CCOCC3)cc2)cc1	-15.4	0.984	-2.5	-8.3	0.6	2.5	14.5	7.0
Cc1ccc(NC(=O)/C(=C/c2cccs2)NC(=O)c2ccco2)c(C)c1	-1.7	0.882	3.6	1.9	-0.1	0.5	7.3	-8.1
O=C1CCC(C(=O)Nc2ccccc2N2CCOCC2)=NN1	-0.1	0.883	0.5	0.5	-0.9	-0.8	13.6	-8.0
CCOC(=O)N1CCN(C(=O)CN(Cc2ccccc2)S(=O)(=O)c2ccc(OC)c(Cl)c2)CC1	1.2	1.23	-1.3	-2.9	-0.6	-1.8	0.9	-0.2
O=C(c1cccs1)N1CCN(c2ccccc2)CC1	-12.1	1.02	-1.2	-12.7	2.9	-3.1	7.8	-16.4
CN(C)c1ccc(N/C(=N\S(=O)(=O)c2cccs2)c2ccccc2)cc1	-5.0	1.48	0.0	-6.0	1.6	2.0	5.8	18.1
CC1CCN(S(=O)(=O)c2ccc(NC(=O)CN3C(=O)NC(C)(c4ccccc4)C3=O)cc2)CC1 (stereo not drawn)	-3.2	1.01	-4.5	-23.9	0.6	-0.9	-5.4	6.6
O=C(NC12CC3CC(CC(C3)C1)C2)c1cccnc1Cl	-9.0	1.26	-2.3	6.2	1.7	0.4	16.1	-12.6
C/C(=N\NC(=O)c1c(Cl)c(C)nn1C)c1ccc(NC(=O)C2CCC2)cc1	-8.1	1.1	0.6	-6.2	-0.7	1.6	-23.3	7.6
CCc1nnc(NC(=O)C2(C)COC(c3ccccc3)OC2)s1 (stereo not drawn)	13.5	0.792	0.3	9.8	2.0	-1.2	11.2	-7.3
CC(C)[C@H](NC(=O)N1CC(=O)Nc2ccccc21)C(=O)N1CCC[C@H]1C(=O)O	-1.6	0.942	-0.5	-18.6	2.1	0.6	-7.3	2.4
O=C(CN1CCN(c2ccccn2)CC1)Nc1ccc2ccccc2c1	15.5	1.21	-1.3	-13.1	-0.1	-1.3	-2.7	-13.5
CCC(CC)NC(=O)Cc1ccc(F)cc1	-5.2	0.939	-0.9	-12.2	-1.4	1.2	3.2	12.6
C=CCn1c(C)cc(C2=NNC(=Nc3ccc(C)cc3)SC2)c1C	-17.7	0.95	1.1	17.8	-3.6	1.3	-25.9	22.5
CC(=O)c1cccc(NC(=O)C(C)OC(=O)CCc2nc3ccccc3c(=O)[nH]2)c1 (stereo not drawn)	-9.0	1.1	-0.9	-8.0	0.9	-0.5	16.6	-13.7
NC(=O)COC(=O)c1cccnc1Nc1ccccc1F	15.9	0.987	-1.8	1.6	1.5	-0.7	-20.5	-2.7
COc1ccc(N(C(=O)CCl)C(C(=O)NC2CCCCC2)c2cccnc2)cc1 (stereo not drawn)	-8.2	0.935	-4.3	-1.6	0.2	0.7	13.1	8.3
Nc1ccc2c(c1Br)Cc1ccccc1-2	x	x	-0.2	-3.6	-0.8	0.9	-48.7	11.4
CCn1c(SCC(=O)Nc2nc(C)c(C)s2)nnc1-c1cccs1	5.3	1	-0.6	0.0	0.5	0.1	18.6	2.2

An excerpt from above, reduced to SENP1 FRET inh.
structure | SENP1 FRET inh
O=C1CCC(C(=O)Nc2ccccc2N2CCOCC2)=NN1 | -0.9
CC(c1ccon1)N(C)Cc1cn[nH]c1-c1ccc(-c2ccccc2)cc1 (stereo not drawn) | -0.1
CN(C)c1ccc(N/C(=N\S(=O)(=O)c2cccs2)c2ccccc2)cc1 | 1.6
Cc1nn(Cc2ccccc2Cl)c(C)c1NC(=O)c1noc(C(C)C)c1[N+](=O)[O-] | 4.0
COC(=O)CCSc1cc([N+](=O)[O-])cc2c1c(C1OCCS1)nn2-c1ccccc1 (stereo not drawn) | -11.0

The listing picks up, starting 2 compounds before the break.
SMILES	SENP6 block	hIAP activ	GRIN3A LBD mod	ATG4B inhibitor	SENP1 FRET inh	MPTP block	SENP8 inh	PfGluPho inh
Nc1ccc2c(c1Br)Cc1ccccc1-2	x	x	-0.2	-3.6	-0.8	0.9	-48.7	11.4
CCn1c(SCC(=O)Nc2nc(C)c(C)s2)nnc1-c1cccs1	5.3	1	-0.6	0.0	0.5	0.1	18.6	2.2
CC1=CC(=O)C=C(C)C1=NOC(=O)/C=C\c1ccccc1	-7.8	0.93	-0.2	-1.1	4.8	1.2	29.7	34.7
O=C(Nc1ccc(Nc2ccccc2)cc1)c1ccc(Cl)c([N+](=O)[O-])c1	22.6	1.01	24.4*	5.2	0.6	66.7*	27.1	18.3
Cc1cc(C)n(CCC(=O)N2CCCC(N3CCN(c4cccc(Cl)c4)CC3)C2)n1 (stereo not drawn)	10.0	0.86	-2.2	7.9	-0.5	0.2	12.8	-11.4
Cc1c(C#N)c2ccccc2n1CC(=O)NC(C)c1ccccc1 (stereo not drawn)	18.3	0.851	0.4	-6.3	-16.5	-0.7	7.0	3.1
COc1ccc2[nH]c(CN3CCN(CC(C)C)C(CCO)C3)c(C)c2c1 (stereo not drawn)	-3.1	0.982	-0.9	14.1	-2.7	5.9	-87.2	4.7
CCOc1cc(CNCCCN2CCOCC2)cc(Cl)c1OCC(=O)NC(C)(C)C	-2.7	1.14	0.6	-2.6	0.7	-0.4	11.1	-4.3
NS(=O)(=O)c1cccc(NC(=O)Cn2nc(C(=O)O)c3ccccc3c2=O)c1	-9.4	0.998	0.1	-11.9	2.2	0.5	10.4	-4.7
COc1cccc(NC(=O)CCN2C(=O)c3ccc([N+](=O)[O-])cc3C2=O)c1	-3.7	0.889	-0.1	-1.1	1.0	2.1	39.0	-2.0
O=C(O)c1nsc(Cl)c1Cl	-10.7	0.864	1.4	-4.1	1.5	-3.0	16.6	-6.5
N=C1c2ccccc2CN1NC(=O)c1cccc(S(=O)(=O)N2CCCCC2)c1	-0.9	0.93	1.9	-2.8	-0.4	-1.0	3.1	-11.3
Cc1cc(C)c(OCC(=O)OCC(=O)NCc2ccco2)c(C)c1	x	x	x	x	-2.0	0.9	21.0	-11.0
Cc1cc(C)c(C(=O)c2ccc(C(=O)NC(C)(C)C)cc2)c(C)c1	8.9	0.857	-1.6	4.8	1.7	-0.4	13.0	1.1
O=C1NCCN1C(=O)c1cccc(Cl)c1	-5.6	0.982	0.7	3.4	-1.3	-0.6	13.2	10.4
CCC(NC(=O)c1cc(COc2ccc(C)nc2)on1)c1ccc(C)cc1 (stereo not drawn)	-2.9	1.43	0.1	-6.1	0.8	0.9	3.9	-3.2
Nc1nc(N)nc(C2C=CCCC2)n1 (stereo not drawn)	x	x	-1.6	1.4	1.0	0.0	6.0	-4.0
COc1ccc2nc(C)[nH]c(=O)c2c1	-6.5	0.949	-1.6	0.8	3.9	0.0	2.7	-13.4
Cc1ccc(C(=O)OCC(=O)NCc2cccs2)c(C)c1	9.3	0.915	0.8	5.8	0.4	-1.6	7.1	-9.9
CCc1ccc2c(CN3CCc4ccccc43)cc(=O)oc2c1	-10.2	0.982	-0.7	-3.0	-19.3	3.1	2.1	4.3
CCOC(=O)c1ccc(-n2c(C)nc3c(cnn3-c3ccccc3Cl)c2=O)cc1	-1.7	1.08	-0.7	-14.8	0.0	2.6	-2.4	-5.9
Cc1cc(C)cc(C(=O)NCC(=O)OCC(=O)N2CCCC2)c1	x	x	x	x	-0.7	0.4	5.5	-2.9
CCOC(=O)c1cccc(NC(=O)COc2ccc([N+](=O)[O-])cc2)c1	-0.8	0.883	-4.2	-20.9	0.6	7.8	11.0	-0.2
Cc1ccccc1C1CC(=O)Oc2cc(O)ccc21 (stereo not drawn)	x	x	-6.5	-15.0	-14.3	1.1	-12.5	16.1
